Source: PubChem
EBI2 block: EBI2 receptor antagonists, beta-arrestin recruitment, primary screen, cell-based, luminescence, 7a,25-OHC stimulation, uHTS. G-protein coupled receptor 183 (Homo sapiens), P32249. 7a,25-OHC stimulated. inhibition, % at 5 µM. actives 0.81% (n = 360,000). AID 651636, 2012; in the data active = inhibition above about 38%;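 note: enzyme fragment complementation signal reports receptor beta-arrestin coupling in cells; 0% = agonist plus DMSO wells and 100% = wells without agonist; some results beyond the cut were filed as inactive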
Target sequence (P32249 whole entry, looked up, the tested form may be a part): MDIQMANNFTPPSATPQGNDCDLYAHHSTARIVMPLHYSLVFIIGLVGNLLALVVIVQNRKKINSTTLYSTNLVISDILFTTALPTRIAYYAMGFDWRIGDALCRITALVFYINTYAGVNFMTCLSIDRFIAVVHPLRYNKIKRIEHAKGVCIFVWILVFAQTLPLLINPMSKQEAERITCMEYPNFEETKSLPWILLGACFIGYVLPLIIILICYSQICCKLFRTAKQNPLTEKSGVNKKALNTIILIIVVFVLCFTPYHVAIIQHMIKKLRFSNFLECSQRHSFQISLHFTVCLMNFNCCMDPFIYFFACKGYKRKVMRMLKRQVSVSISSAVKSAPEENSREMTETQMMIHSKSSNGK
Gli-Sufu block: Gli-Sufu pathway antagonists, primary screen, luciferase luminescence, Sufu-KO-LIGHT cells, uHTS; actives 0.74% (n = 340,000); inhibition, % at 5 µM; Sufu-KO-LIGHT fibroblasts, Gli luciferase reporter luminescence; AID 588413, 2011;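 active = inhibition above about 55%, limit read from the data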;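 note: 0% = DMSO-treated cells and 100% = wells with medium but no cells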
697 NFkB inh: inhibitors of PMA/ionomycin-induced NF-kB reporter, 697 cells, primary screen, B-cell NF-kB inhibitor project, cell-based, luminescence, uHTS | actives 0.33% (n = 330,000) | AID 435022, 2010 | inhibition, % at 4 µM | 697 B-cell NF-kB luciferase reporter, 16 h; in the data active = inhibition above about 35%
XBP1 UPR activ: activators of adaptive XBP1 UPR arm, primary screen, cell-based, CHO-XBP1 luciferase reporter, luminescence, uHTS. IRE1-XBP1 UPR activation; percent of tunicamycin response, DMSO as zero. activation, % at 20 µM. actives 0.33% (n = 330,000). AID 463104, 2010;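 active = versus positive control, 20 µM dose yields 30% or more activation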;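 note: 100% = tunicamycin at 10 µg/mL and 0% = DMSO only wells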
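Assay system: CHO-XBP1 luciferase reporter cells; Schedule: 6 h treatment, 37 °C; Detection: glow luminescence from Steady-Glo reagent; Benchmarks: high control tunicamycin 10 µg/mL final, low control DMSO vehicle only.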
Jurkat NFkB inh: inhibitors of induced NF-kB luciferase reporter, primary screen, TCR NF-kB activation inhibitor project, cell-based, luminescence, uHTS | Jurkat, PMA/ionomycin-induced NF-kB luciferase reporter | inhibition, % at 4 µM | actives 0.53% (n = 330,000); in the data active = inhibition above about 50%
UPR CHOP act: activators of apoptotic CHOP UPR arm, primary screen, cell-based, CHO-CHOP luciferase reporter, luminescence, uHTS; UPR activation; percent of tunicamycin response over DMSO baseline; activation, % at 10 µM; actives 0.34% (n = 330,000); AID 449763, 2010;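 active = at 10 µM dose, activation of 40% or more, normalized to positive control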;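 note: 100% = tunicamycin at 10 µg/mL and 0% = DMSO alone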
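System: CHO-CHOP luciferase reporter cell line; amount: 500 cells/well; buffer or medium: F12 medium containing 10% fetal bovine serum; incubation: 6 h compound exposure at 37 °C after overnight seeding; measured by: luciferase luminescence after 10 min with Steady-Glo reagent; evaluation: % reporter activation, DMSO baseline versus tunicamycin full activation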
Mdm2 MdmX PPI: inhibitors of human Mdm2-MdmX association, primary screen, cell-based, luminescence, split luciferase, SaOS-2, uHTS | AID 485346, 2010 | inhibition, % at 8 µM | actives 3% (n = 330,000) | SaOS-2 split-luciferase Mdm2/MdmX complementation;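 active = inhibition of at least 50% at 8 µM in the primary screen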
CXCR6 block: CXCR6 receptor inhibitors, primary screen, cell-based, beta-arrestin, luminescence, CHO-K1 PathHunter, 1536-well; inhibition, % at 20 µM; actives 0.36% (n = 360,000); C-X-C chemokine receptor type 6 (Homo sapiens), O00574; in the data active = inhibition above about 34%, passing the limit was not always enough;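 note: antagonist mode with CXCL16 agonist at 10 nM final; 0% = 10 nM CXCL16 with DMSO and 100% = unstimulated wells without agonist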
Target sequence (O00574 whole entry, looked up): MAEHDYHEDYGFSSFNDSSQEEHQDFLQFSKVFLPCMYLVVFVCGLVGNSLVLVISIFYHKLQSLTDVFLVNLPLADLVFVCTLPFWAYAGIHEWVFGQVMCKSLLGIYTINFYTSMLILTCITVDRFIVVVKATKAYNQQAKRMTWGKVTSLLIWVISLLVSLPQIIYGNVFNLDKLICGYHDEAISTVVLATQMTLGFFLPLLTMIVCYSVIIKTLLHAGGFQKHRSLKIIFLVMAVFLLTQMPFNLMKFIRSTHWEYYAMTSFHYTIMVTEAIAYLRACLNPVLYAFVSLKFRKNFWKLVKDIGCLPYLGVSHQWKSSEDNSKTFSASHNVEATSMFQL
CCR6 antag: CCR6 receptor antagonists, primary screen, cell-based, CHO-K1, luminescence, beta-arrestin, uHTS; C-C chemokine receptor type 6 (Homo sapiens), P51684; CHO-K1 CCR6 PathHunter beta-arrestin, CCL20-stimulated; inhibition, % at 20 µM; actives 0.49% (n = 340,000);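 active = compounds whose inhibition of the agonist-driven luminescence signal at 20 µM reaches about 50%, limit read from the data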;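 note: cells stimulated with CCL20 at 14 nM final; plate controls were DMSO with CCL20 for no effect and DMSO without agonist for full effect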
* hit, by the source's call; nt = not tested or not shown. Outcome played no part in choosing rows. About 5% of those tested had a hit in this group.

Values run as follows: EBI2 block, Gli-Sufu block, 697 NFkB inh, XBP1 UPR activ, Jurkat NFkB inh, UPR CHOP act, Mdm2 MdmX PPI, CXCR6 block, CCR6 antag
C=CCN1C(=O)c2ccc(C(=O)N3CCN(S(=O)(=O)c4ccccc4Br)CC3)cc2C1=O
 : 6, -7, 22, 0, 9, 2.9, -2, -7, 4
N#Cc1ccc(OCC(=O)OCC(=O)c2ccccc2)cc1
 : 5, -2, 11, 2, -9, 0.9, -7, -1, 9
Cc1cc(C)cc(NC(=S)NC2CC3CCC(C2)N3Cc2ccco2)c1 (configuration not stated)
 : -3, 5, 13, -3, 18, -2.4, 6, -2, 16
COc1ccc(NC(=S)N(CCCN2CCCC2)Cc2cccs2)cc1
 : 7, 2, 0, 0, -15, 0.8, 13, -4, 11
c1ccc(-c2ccc(-c3nc(-c4cccnc4)no3)cc2)cc1
 : 4, -67, -237, 0, -103, 2.2, -167, 2, -15
COc1ccccc1C1CC(=O)NC(C)=C1C(=O)OCC(C)C (configuration not stated)
 : 6, 2, 11, -4, -4, 2.2, 38, 2, -4
CCS(=O)(=O)Nc1ccc(-c2cc(-c3ccccc3)c3cc(C)ccc3n2)cc1
 : 19, 4, nt, nt, nt, nt, nt, -10, -5
CCN(CC)CCOCCOc1ccccc1F
 : 0, 5, 8, 3, 9, 2.0, -10, 0, -12
C/C(=N\N=C(N)N)c1cccc([N+](=O)[O-])c1
 : -13, 9, -11, -3, -16, 1.0, 13, -1, -8
Cc1ccc(C(=O)NCC(=O)O)s1
 : 1, -8, 19, -2, -8, -0.6, 14, -10, -6
Cc1ccc2c(COC(=O)CNS(=O)(=O)c3ccccc3)cc(=O)oc2c1
 : -7, -7, -8, 3, -2, 3.7, -6, -8, -1
CCCc1nc(N2CCCC2)c(C#N)c2c1CCCC2
 : 16, -2, 3, 0, -4, 1.8, -4, -4, 7
CC(=O)N(Cc1ccccc1)c1ccc(C(=O)O)cc1
 : -2, 3, 11, -2, 0, 1.9, 23, 2, -4
COc1ccc(CC(=O)NCc2n[nH]c(=S)n2-c2ccc(F)cc2)cc1
 : 2, -23, 20, -1, 7, -0.1, -27, -3, -13
Nc1c(C(=O)CSc2nnc(COc3ccc(Cl)cc3)o2)c(=O)[nH]c(=O)n1C1CC1
 : 27, -3, -4, 0, 8, 4.6, 14, -8, 0
COc1cccc(NC(=O)NCC2CCN(Cc3ccc(F)cc3)CC2)c1
 : 6, 6, 9, 0, -3, -0.8, 5, 2, 4
CC(=O)c1cccc(NC(=O)N2CCC(c3nnc(SCC(N)=O)n3C)CC2)c1
 : -10, -2, 2, -3, -9, -1.1, 15, 3, -12
O=C(Nc1ccccc1N1CCOCC1)C1=COCCO1
 : 1, -9, -54, 0, -17, 0.6, 22, 4, 0
COc1ccccc1[C@@]1(C)ON(c2ccccc2C(F)(F)F)C1=O
 : 24, 2, 20, -8, 9, 22, 89*, -3, 13
O=C(NCc1ccc(Cl)cc1)c1cc2ccccn2n1
 : 0, 7, 5, -1, -5, 2.6, -14, -7, -6
CCOP(=O)(c1ccccc1)C(O)c1ccc(F)cc1 (configuration not stated)
 : -4, -5, 19, -6, -9, -0.6, 17, -4, 18
COc1ccc(NC(=O)Cn2nnc(-c3ccccc3NS(=O)(=O)c3ccc(OC)cc3)n2)cc1
 : -8, 7, -54, 6, 72*, -1.1, 67*, -5, 5
CC(C)(C)OC(=O)N1CCC(c2c(C(=O)N3CCN(C4CCCCC4)CC3)cnn2-c2ccccc2)CC1
 : -14, 23, 6, -4, 7, 0.3, 21, 12, 8
CCOC(=O)C1CCN(C(=O)CCc2c(C)nc3ncnn3c2C)CC1
 : -5, 4, 4, 1, -6, 0.8, 22, 6, -12
CCN(CC(=O)Nc1ccc2c(c1)OCCO2)C(=O)C(C)Oc1ccc(F)cc1 (configuration not stated)
 : 2, -9, nt, nt, nt, nt, nt, -2, 12
CCOc1ccc(C2NC(=O)c3ccccc3O2)cc1OCC (configuration not stated)
 : -5, -24, 3, -3, 1, 2.9, 27, -2, 12
CC(=O)Nc1ccc(S(=O)(=O)N(C)CC(=O)NC2CCCCCCC2)cc1
 : 6, -3, -4, -1, 4, 0.0, 16, 3, 3
COc1ccc(CNC(=O)CCNS(=O)(=O)c2ccc(Cl)cc2)cc1
 : 14, -5, 12, -2, -9, -3.3, 2, -8, 5
Cc1ccc(CNC(=O)C(=O)NCC2OCCN2S(=O)(=O)c2cccs2)cc1 (configuration not stated)
 : 4, 3, 6, -4, 9, 1.6, 0, 4, 3
CCc1nnc(NC(=O)Cc2ccc(Br)cc2)s1
 : -10, 0, 4, 0, -1, -1.4, 19, -3, 9

3 of these compounds in another layout:
| mol | EBI2 block | Gli-Sufu block | 697 NFkB inh | XBP1 UPR activ | Jurkat NFkB inh | UPR CHOP act | Mdm2 MdmX PPI | CXCR6 block | CCR6 antag |
| --- | --- | --- | --- | --- | --- | --- | --- | --- | --- |
| O=C(NCc1ccc(Cl)cc1)c1cc2ccccn2n1 | 0 | 7 | 5 | -1 | -5 | 2.6 | -14 | -7 | -6 |
| Nc1c(C(=O)CSc2nnc(COc3ccc(Cl)cc3)o2)c(=O)[nH]c(=O)n1C1CC1 | 27 | -3 | -4 | 0 | 8 | 4.6 | 14 | -8 | 0 |
| CCc1nnc(NC(=O)Cc2ccc(Br)cc2)s1 | -10 | 0 | 4 | 0 | -1 | -1.4 | 19 | -3 | 9 |

(cont.)
Values run as follows: EBI2 block, Gli-Sufu block, 697 NFkB inh, XBP1 UPR activ, Jurkat NFkB inh, UPR CHOP act, Mdm2 MdmX PPI, CXCR6 block, CCR6 antag
CCOc1ccc(-c2nc(S(=O)(=O)c3ccccc3)c(N3CCOCC3)o2)cc1
 : 8, -1, 23, 2, 5, 1.6, -29, -5, -4
CN1CCN(CCCNC(=O)c2cc3c(=O)n(C)c4ccccc4c3s2)CC1
 : 1, 27, 15, -1, -24, -2.4, 54*, 4, 7
CC1(C)C2CCC1(CS(=O)(=O)NCCc1c[nH]c3ccccc13)C(=O)C2 (configuration not stated)
 : 3, -15, 7, 0, 5, 0.4, 13, -4, -2
CCc1ccccc1OCC(=O)NC1CCCC1
 : -5, 25, nt, nt, nt, nt, nt, -3, 7
Cc1[nH]c(C)c2c(=O)n(Cc3ccc(Cl)cc3)ncc12
 : 0, 5, -33, 8, 12, -0.6, 47, 8, -4
Cc1cccc(NC(=O)CCCSc2nc3ccccc3[nH]2)c1
 : 11, -5, -10, 0, -5, -1.0, -24, 7, 8
CS(=O)(=O)c1ccc(C(=O)Nc2cccc(-c3nc4ccccc4[nH]3)c2)cc1
 : 0, -3, -9, -4, -2, 1.3, 1, -1, 3
CCCNC(=S)N1CCCC(c2nc3ccccc3[nH]2)C1 (configuration not stated)
 : -2, 4, 12, -2, -2, 0.8, -20, -1, 6
COc1cccc(OC)c1C(=O)NCC12CC3CC(C1)CC(CNC(=O)c1c(OC)cccc1OC)(C3)C2
 : -12, 49, 18, -1, 10, 1.1, -8, -3, -2
COCCn1nnnc1C(CC(C)C)N1CCN(c2nc3ccccc3s2)CC1 (configuration not stated)
 : -13, 5, -3, -1, -6, -1.2, 25, -12, 5
COc1ccccc1CNC(=O)C1CCC1
 : -12, 4, 18, 0, 3, -0.4, 27, 3, 2
Clc1ccccc1COc1ccccc1-c1nnco1
 : 14, 4, -20, 0, -5, -1.4, 4, 2, 4
O=C(c1cccc(S(=O)(=O)N2CCCCC2)c1)N1CCOCC1
 : 2, -6, 8, -4, 1, -0.7, 12, 4, 9
CCOC(=O)N1CCN(C(=O)c2ccc3c(c2)sc2nc(-c4ccc(OC)cc4)cn23)CC1
 : 7, -3, -74, 0, -16, -0.6, 5, 2, 7
Cc1csc(NC(=O)CSc2ccc(-c3ccccc3)nn2)n1
 : -28, -2, 13, 0, 9, 0.8, 13, -5, -4
CCCNC(=O)[C@H](Cc1c[nH]c2ccccc12)NC(=O)c1ccccc1Cl
 : -7, -22, 8, 1, -20, 0.9, -31, -2, -6
Cc1coc2c(C)c3oc(=O)c(CC(=O)N[C@@H](CC(C)C)C(=O)O)c(C)c3cc12
 : -8, -5, 12, -4, -10, -1.0, -6, 1, -2
O=C(NCc1ccco1)c1c(O)c2cccc3c2n(c1=O)CCC3
 : 3, -46, -3, -3, -3, -2.2, 40, -3, -8
COC(=O)CSc1nc(Cc2ccccc2)nc2ccccc12
 : -3, 0, 1, 1, -5, -1.2, 19, -2, 8
COc1ccccc1CCc1nnc(CCC(=O)NCCOc2cccnc2)o1
 : 3, 0, -22, 1, 13, -0.1, 18, -2, 4
CCn1c(SCC(=O)NNC(=O)c2ccccc2)nnc1-c1ccncc1
 : 15, 2, 42*, -2, 6, -3.0, 17, -4, 13
Cc1ccc(NC2c3ncccc3C(=O)N2Cc2ccc(F)cc2)cc1 (configuration not stated)
 : 6, 4, -17, -1, -14, -0.3, 18, 10, -5
CC(C)(C)OC(=O)NCCCC[C@H](NC(=O)c1nc[nH]c1C(=O)N1CCN(c2ccccc2)CC1)C(=O)OC(C)(C)C
 : -14, -11, 5, -2, 7, 2.9, 12, 2, 1
CCOC(=O)C1=C(C)Nc2nc(C)nn2C1c1ccc(OC)c(OC)c1 (configuration not stated)
 : -3, 2, -1, 1, 7, 0.1, -12, 2, 3
CCC1CCCCN1Cc1nc2c(c(=O)n(C)c(=O)n2C)n1Cc1cccc2ccccc12 (configuration not stated)
 : 8, 4, -7, -1, 4, 2.3, 6, 6, 10
Cc1ccc(C(CNC(=O)c2ccc(Br)o2)N2CCN(C)CC2)cc1 (configuration not stated)
 : -10, 18, -3, -4, -4, -0.7, 19, 8, 7
CCOc1ccc2nc(NC(=O)C3CCCN(S(=O)(=O)c4cccs4)C3)sc2c1 (configuration not stated)
 : 15, 5, -13, -2, -18, 0.8, 15, -2, -10
O=C(O)CN1C(=O)/C(=C\c2cccc(OCc3ccc(F)cc3)c2)SC1=S
 : 4, 3, 4, -4, -23, 1.1, -10, 0, 10
